# EP2 antag – human EP2 receptor antagonists, primary screen, TR-FRET cAMP, C6 glioma cells | AID 1422, 2008 | 0.52% of 260,000 active | inhibition, % at 25 µM | Prostaglandin E2 receptor EP2 subtype (Homo sapiens), P43116 | C6 glioma cells expressing human EP2; cells stimulated with saturating PGE2;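 active = percent inhibition above 40 after rounding to a whole number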;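 note: rat C6 glioma host cells with rolipram phosphodiesterase inhibitor present; the protocol text gives 20 µM as final concentration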
# Target sequence (P43116 whole entry, looked up): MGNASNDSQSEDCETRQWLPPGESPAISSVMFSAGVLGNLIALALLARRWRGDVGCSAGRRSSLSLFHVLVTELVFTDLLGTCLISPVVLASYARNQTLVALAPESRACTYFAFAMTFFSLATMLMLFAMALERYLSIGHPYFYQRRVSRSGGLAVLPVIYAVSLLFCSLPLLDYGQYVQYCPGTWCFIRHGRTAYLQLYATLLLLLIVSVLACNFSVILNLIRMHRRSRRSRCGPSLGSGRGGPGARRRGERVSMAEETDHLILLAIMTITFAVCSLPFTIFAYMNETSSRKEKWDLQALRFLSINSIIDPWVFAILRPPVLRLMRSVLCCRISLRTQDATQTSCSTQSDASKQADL
# RBBP9 inhibitor – human RBBP9 inhibitors, primary screen, biochemical, fluorescence polarization, FP-Rh probe, HTS | inhibition, % at 7.94 µM | Serine hydrolase RBBP9 (Homo sapiens), O75884 | 0.2% of 220,000 active | recombinant RBBP9 | AID 1515, 2009;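 active = inhibition above the campaign mean of all tested compounds plus 3 SD, cut at about 14% in these data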;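 note: plate controls were DMSO wells with RBBP9 for no effect and wells lacking RBBP9 protein for full effect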
#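 Test system: recombinant human RBBP9; Timing: 30 min then 45 min, 25 °C; Detection: fluorescence polarization; Control set: RBBP9 with DMSO as uninhibited control, no-protein wells as full inhibition; Compound dosing: one concentration, 7.94 µM nominal, 0.794% DMSO; Probe or stimulus: FP-Rh activity-based probe, 375 nM before mixing.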
# TbHK1 inh – Trypanosoma brucei hexokinase 1 inhibitors, primary screen, biochemical, G6PDH-coupled NADH absorbance, MLSCN library; hexokinase 1 [Trypanosoma brucei]; recombinant TbHK1, G6PDH-coupled NADH A340; inhibition, % at 10 µM; 0.11% of 220,000 active; AID 1430, 2008;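 active = inhibition of 50% or more in the single-dose primary screen; inactive = inhibition below 50%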
# BaF3 tox – parental Ba/F3 cell viability inhibition, counter-screen for JAK2V617F inhibitor project, murine pro-B, CellTiter-Glo luminescence; AID 1486, 2009; 1.1% of 220,000 active; CellTiter-Glo ATP luminescence; inhibition, % at 5.6 µM;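 active = inhibition above a per-campaign cutoff, the mean inhibition of all tested compounds plus 3 SD, cut at about 27% in these data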;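 note: 0% = DMSO wells and 100% = JAK Inhibitor I control wells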
# Furin inh – human furin inhibitors, primary screen, biochemical, fluorescence intensity; P09958; purified furin, fluorogenic substrate cleavage; inhibition, % at 30 µM; 0.061% of 220,000 active; AID 463115, 2010; in the data active = inhibition above about 25%; note: inactives centre near -15
# Target sequence (P09958 108-714 limits assumed): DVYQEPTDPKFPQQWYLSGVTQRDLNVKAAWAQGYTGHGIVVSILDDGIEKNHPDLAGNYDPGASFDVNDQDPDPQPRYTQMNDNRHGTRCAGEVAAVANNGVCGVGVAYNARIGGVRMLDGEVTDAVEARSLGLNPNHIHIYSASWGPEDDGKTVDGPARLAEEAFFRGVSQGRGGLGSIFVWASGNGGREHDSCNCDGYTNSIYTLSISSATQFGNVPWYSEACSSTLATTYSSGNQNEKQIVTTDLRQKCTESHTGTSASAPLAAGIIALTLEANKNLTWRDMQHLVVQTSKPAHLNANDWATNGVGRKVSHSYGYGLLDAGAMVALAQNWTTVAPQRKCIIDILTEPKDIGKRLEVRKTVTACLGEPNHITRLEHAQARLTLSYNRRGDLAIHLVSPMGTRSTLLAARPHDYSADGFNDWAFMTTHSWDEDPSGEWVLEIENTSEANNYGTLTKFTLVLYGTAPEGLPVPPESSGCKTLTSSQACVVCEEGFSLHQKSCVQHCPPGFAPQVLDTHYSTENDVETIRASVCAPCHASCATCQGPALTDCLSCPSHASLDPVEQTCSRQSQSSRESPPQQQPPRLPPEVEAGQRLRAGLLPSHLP
# p97 inhibitor – inhibitors of human p97 ATPase, primary screen, biochemical | recombinant p97 ATPase, Kinase-Glo ATP luminescence, 3 h | Transitional endoplasmic reticulum ATPase (Homo sapiens), P55072 | inhibition, % at 8 µM | AID 1481, 2009 | 0.42% of 220,000 active; in the data active = inhibition above about 15%;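 note: 0% = DMSO vehicle and 100% = wells lacking enzyme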
# PPC-1+TRAIL kill – compounds killing PPC-1 cancer cells with TRAIL present, primary screen, TRAIL potentiator project, ATPLite luminescence, uHTS | PPC-1 cells + TRAIL, ATPLite viability luminescence | cell killing (% activity), % at 4 µM | 0.41% of 220,000 active;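 active = cell killing above 50% in the first pass at 4 µM, then a duplicate retest at 5 µM averaging 50% or more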;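 note: plate controls were cells with TRAIL plus DMSO for no effect and medium-only wells lacking cells for full effect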
# NCF1 inh – p47phox/p22phox peptide binding inhibitors, primary screen, biochemical, uHTS, NADPH oxidase regulatory subunit; fluorescence polarization, 2 h; Neutrophil cytosol factor 1 (Homo sapiens), P14598; inhibition, % at 24.7 µM; AID 1274, 2008; 0.53% of 220,000 active;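 active = inhibition above about 30%, limit read from the data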;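 note: 0% = p47phox with labelled peptide and 100% = labelled peptide alone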
# Ba/F3 V617F tox – reduced viability of JAK2V617F-dependent Ba/F3 cells, primary screen, JAK2V617F inhibitor project, cell-based, Ba/F3 EpoR-JAK2V617F, luminescence. ATP luminescence. inhibition, % at 5.6 µM. 1.1% of 220,000 active;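 active = inhibition above the campaign mean plus 3 SD over all tested compounds, cut at about 24% in these data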;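 note: cytokine-independent growth of Ba/F3 cells driven by EpoR plus mutant JAK2; 0% = DMSO-treated cells and 100% = JAK inhibitor I control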
# * = called active by the depositor; . = not tested or not shown; & = joins results of further samples; [ ] = remark or other dose.
no.	SMILES	EP2 antag	RBBP9 inhibitor	TbHK1 inh	BaF3 tox	Furin inh
1	COc1ccc(-c2nn(-c3ccccc3)cc2CNCc2cccnc2)c(F)c1	10	-1	7	3	-30
2	COc1cccc(NC(=O)CNC(=O)c2ccccc2)c1	0	-9	4	1	-8[20 µM]
3	CCOC(=O)C1=NN(c2ccc(F)cc2)C2=NC(C)=C(C(=O)OC)C(c3cccs3)N12 (stereo not given)	0	-1	1	2	-18[20 µM]
4	COc1ccc(-c2nc3n(c(=O)c2C#N)CCS3)cc1	6	3	-23	5	-18
5	c1ccc(-c2noc(CSc3nnnn3-c3ccccc3)n2)cc1	5	-9	-3	-1	-28
6	Fc1cccc(Nc2ncnc3sc4c(c23)CCC4)c1	10	0	-2	0	-11
7	Cc1onc(-c2c(Cl)cccc2Cl)c1C(=O)c1c[nH]c(C(=O)NCC2CCCO2)c1 (stereo not given)	11	-10	4	5	-23
8	CCCC(=NCc1ccccc1)C1=C(O)C(C(=O)OC)C(C)(C)CC1=O (stereo not given)	28	-5	-8	2	-16[20 µM]
9	CC1=CC2=NC(=O)/C(=C\c3ccc(-c4ccc(Cl)cc4)o3)C(=N)N2O1	5	-4	-1	2	-4
10	CC1CN(c2cc(=O)n(-c3ccccc3)c(=O)[nH]2)CC(C)O1 (stereo not given)	9	0	-1	4	-20

no.	p97 inhibitor	PPC-1+TRAIL kill	NCF1 inh	Ba/F3 V617F tox
1	1	15	-11	-1
2	-7	3	-6	0
3	2	.	.	-2
4	6	2	-4	1
5	-4	17	-30	-2
6	-5	15	-13	2
7	7	31	0	-3
8	-6	11	6	-2
9	9	10	-53	-2
10	2	5	2	2

# Remaining list, next part
no.	SMILES	EP2 antag	RBBP9 inhibitor	TbHK1 inh	BaF3 tox	Furin inh
11	COC(=O)C(NC(C)=O)(Nc1ccc(Br)cc1)C(=O)OC	23	-8	0	2	-18
12	O=C(COC(=O)c1ccc(S(=O)(=O)NCc2ccco2)cc1)Nc1ncc(Cl)cc1Cl	3	1	31	1	4
13	CCC12CN3CC(CC)(CN(C1)C3c1ccc(OC(C)C)cc1)C2=O (stereo not given)	7	3	0	4	-20[20 µM]
14	Cc1ccc(/C=C/C(=O)CCC(=O)O)cc1	5	1	-12	8	-22
15	O=C(O)CCC(=O)Nc1ccc(Br)cc1C(=O)c1ccccc1	8	-10	-12	0	-13
16	CCCOc1cccc(-c2cc(C(=O)NN)c3ccccc3n2)c1	10	-7	-16	8	-1
17	COc1ccc(NC(=O)CSc2nc3ncccc3[nH]2)cc1OC	2	3	-10	0	-7[20 µM]
18	O=C1C2Sc3[nH]c(=O)sc3C(c3ccccc3)C2C(=O)N1c1ccccc1 (stereo not given)	17	3	2	0	-15[20 µM]
19	O=C(CSc1c2c(nc3cc(Cl)ccc13)CCCC2)NCc1ccco1	13	-3	1	0	1[20 µM]
20	O=C(O)COc1ccccc1Cc1ccccc1	4	-5	1	2	-15

no.	p97 inhibitor	PPC-1+TRAIL kill	NCF1 inh	Ba/F3 V617F tox
11	2	2	-6	-3
12	2	11	-12	-4
13	2	7	0	-3
14	-4	7	4	6
15	1	9	-6	0
16	-3	24	-1	6
17	-4	3	-6	-2
18	4	17	-2	-1
19	1	35	0	-4
20	-3	4	-2	-1

# Random excerpt: two entries already listed
no.	SMILES	EP2 antag	RBBP9 inhibitor	TbHK1 inh	BaF3 tox	Furin inh
15	O=C(O)CCC(=O)Nc1ccc(Br)cc1C(=O)c1ccccc1	8	-10	-12	0	-13
11	COC(=O)C(NC(C)=O)(Nc1ccc(Br)cc1)C(=O)OC	23	-8	0	2	-18

no.	p97 inhibitor	PPC-1+TRAIL kill	NCF1 inh	Ba/F3 V617F tox
15	1	9	-6	0
11	2	2	-6	-3

# Later entries.
no.	SMILES	EP2 antag	RBBP9 inhibitor	TbHK1 inh	BaF3 tox	Furin inh
21	Cc1cccc(NC(=S)NC(=O)c2cc(-c3ccccc3)nc3ccccc23)c1	12	-9	-18	3	-13[20 µM]
22	CC1=NNC(=O)C1CCC(=O)N/N=C(\C)c1ccccc1 (stereo not given)	10	-2	0	3	-24
23	Cc1ccc(N(CC(=O)N/N=C/c2ccc(OC3CSC3)cc2)S(=O)(=O)c2ccccc2)c(C)c1	7	-10	-5	1	-19
24	CCOc1ccc(N2C(=O)CC(SCc3nc4ccccc4[nH]3)C2=O)cc1 (stereo not given)	5	3	-3	6	-6
25	COc1ccccc1NC(=S)NC1CCCCC1	4	-5	3	3	-10
26	O=C(CCSc1nccn1Cc1ccccc1)N1CCOCC1	8	-8	-2	3	-23[20 µM]
27	Cc1cc(Nc2cccc([N+](=O)[O-])c2)c2ccccc2n1	10	2	-36	8	-13
28	CC1CCN(c2nc(N3CCCCC3)nc(N3CCCCC3)n2)CC1	1	5	-3	3	-24
29	Cc1cccc(NC(=O)C2CCN(S(=O)(=O)c3c(C)nn(C)c3C)CC2)n1	17	-3	1	0	-25
30	Cc1ccc2[nH]c3c(c2c1)CN(C(=O)CN1CCN(Cc2ccc4c(c2)OCO4)CC1)CC3	32	-2	-12	-1	-21

no.	p97 inhibitor	PPC-1+TRAIL kill	NCF1 inh	Ba/F3 V617F tox
21	0	8	-16	0
22	3	-5	-2	-3
23	5	-14	-12	-4
24	0	9	-14	0
25	3	19	1	-4
26	2	2	-8	1
27	7	2	-1	2
28	3	28	-4	0
29	3	-1	-11	0
30	1	8	-13	-1

# Next part.
no.	SMILES	EP2 antag	RBBP9 inhibitor	TbHK1 inh	BaF3 tox	Furin inh
31	COc1ccccc1C(=O)NCC(=O)N/N=C/c1cc(Br)ccc1OC(=O)/C=C\c1ccco1	8	-7	28	9	0
32	O=c1[nH]c2cc3c(cc2cc1CN(CCCO)Cc1nnnn1Cc1ccc(F)cc1)OCO3	12&12	-2	-9	5	-45
33	O=C(c1cn(-c2ccccc2)nc1-c1ccccc1)N1CCOCC1	12	3	-3	7	-12
34	CS(=O)(=O)N(CC(=O)N1CCN(Cc2ccccc2)CC1)C1CCCCC1	8	-5	-14	5	-25[20 µM]
35	CCn1c(SCC(=O)Nc2nonc2C)nnc1-c1ccoc1C	8	-7	8	0	-9
36	COC(=O)N/N=C/c1cc(N=Nc2ccccc2)ccc1O	8	-4	-13	7	-14
37	O=C(OCC(=O)N1CCOCC1)c1ccccc1SCC(=O)N1CCCC1	10	-5	1	1	-22
38	O=C(c1ccccc1[N+](=O)[O-])n1cnc2ccccc21	4	-2	-6	6	-25
39	COCCn1c(Cc2ccccc2)nnc1SCc1ccc([N+](=O)[O-])cc1	5	-14	33	4	-12
40	CCCCOc1ccc(-c2c(C(=O)Nc3ccccc3)c(C)[nH]c(=S)c2C#N)cc1	19	-5	2	6	-22

no.	p97 inhibitor	PPC-1+TRAIL kill	NCF1 inh	Ba/F3 V617F tox
31	2	19	-57	2
32	-2	8	-10	2
33	3	10	-6	1
34	0	-4	-25	0
35	3	-6	-9	-2
36	5	5	5	0
37	0	0	-28	0
38	-1	-1	-6	0
39	-8	0	-151	3
40	2	5	-9	0

# Going on with the list.
no.	SMILES	EP2 antag	RBBP9 inhibitor	TbHK1 inh	BaF3 tox	Furin inh
41	CC1CC2=C(NC(=S)NC2c2ccccc2F)/C(=C/c2ccccc2F)C1 (stereo not given)	7	-13	-10	3	-19
42	C/C(=C\C(=O)Nc1nccs1)c1ccccc1	14	5	0	0	-16[20 µM]
43	C/C(=N\Nc1ccc(Cl)c(C(=O)O)c1)c1ccc2c(c1)OCO2	2	-7	-20	5	-9
44	CC1CN(S(=O)(=O)c2ccc(NC(=O)c3cc(-c4ccccc4O)n[nH]3)cc2)CC(C)O1 (stereo not given)	6	-40	-1	22	-5
45	COc1cccc(-c2ccc(C#N)c(SCC(=O)NCc3ccco3)n2)c1	19	-5	-5	2	-26
46	CC(C)(C)n1nnnc1CN1CCN(C2CCCC2)CC1	10	-4	3	0	-17[20 µM]
47	CN(C(=O)/C=C/c1ccc2c(c1)OCO2)c1ccccc1	2	-12	-18	4	-9
48	N#CC(C#N)=C(Nc1ccc(F)cc1)SCc1cccc(Br)c1	15	-4	-4	13	-2

no.	p97 inhibitor	PPC-1+TRAIL kill	NCF1 inh	Ba/F3 V617F tox
41	5	6	-8	-1
42	0	45	-11	-2
43	-1	15	-4	3
44	1	-1	-32	5
45	-1	16	-17	-3
46	4	2	-9	-2
47	0	0	-10	0
48	-4	20	-3	20

# Structures listed so far that contain an aryl thioether with sulfur outside any ring:
no.	SMILES	EP2 antag	RBBP9 inhibitor	TbHK1 inh	BaF3 tox	Furin inh
5	c1ccc(-c2noc(CSc3nnnn3-c3ccccc3)n2)cc1	5	-9	-3	-1	-28
17	COc1ccc(NC(=O)CSc2nc3ncccc3[nH]2)cc1OC	2	3	-10	0	-7[20 µM]
19	O=C(CSc1c2c(nc3cc(Cl)ccc13)CCCC2)NCc1ccco1	13	-3	1	0	1[20 µM]
26	O=C(CCSc1nccn1Cc1ccccc1)N1CCOCC1	8	-8	-2	3	-23[20 µM]
35	CCn1c(SCC(=O)Nc2nonc2C)nnc1-c1ccoc1C	8	-7	8	0	-9
37	O=C(OCC(=O)N1CCOCC1)c1ccccc1SCC(=O)N1CCCC1	10	-5	1	1	-22
39	COCCn1c(Cc2ccccc2)nnc1SCc1ccc([N+](=O)[O-])cc1	5	-14	33	4	-12
45	COc1cccc(-c2ccc(C#N)c(SCC(=O)NCc3ccco3)n2)c1	19	-5	-5	2	-26

no.	p97 inhibitor	PPC-1+TRAIL kill	NCF1 inh	Ba/F3 V617F tox
5	-4	17	-30	-2
17	-4	3	-6	-2
19	1	35	0	-4
26	2	2	-8	1
35	3	-6	-9	-2
37	0	0	-28	0
39	-8	0	-151	3
45	-1	16	-17	-3

# Screening results deposited in PubChem by several laboratories.

# This is a subset, so the mix of outcomes need not match the whole.
